High-throughput results (PubChem)
HRas wt GTP: changes GTP binding to wildtype human HRas; GST-Ras wt beads, Bodipy-FL-GTP binding, flow cytometry; actives lie on both sides; GTP binding activity, % at 10 µM; 190,000 tested, 0.14% active; AID 759;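 active means GTP binding activity at least 20% away from the 100% baseline, either lowered as inhibitor or raised as activator; inconclusive means flagged as likely green fluorescent, judged across all proteins in the well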;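 further: 0% = unlabeled GTP competition control and 100% = no-compound control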
Target sequence (P01112 whole entry, looked up): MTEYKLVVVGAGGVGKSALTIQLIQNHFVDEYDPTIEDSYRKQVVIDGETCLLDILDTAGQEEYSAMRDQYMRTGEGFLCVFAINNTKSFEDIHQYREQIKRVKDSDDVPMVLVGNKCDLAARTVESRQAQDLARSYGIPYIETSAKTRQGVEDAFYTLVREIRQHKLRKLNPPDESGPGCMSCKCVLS
Rab7 wt GTP bind: dog Rab7 wildtype GTP binding, inhibitors and activators; GST-Rab7 beads, fluorescent GTP binding, flow cytometry; actives lie on both sides; untreated = 100%, excess cold GTP = 0%; AID 758; GTP binding activity (percent of control), % at 10 µM; 190,000 tested, 0.055% active;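 active means fluorescent GTP binding to Rab7 beads changed by at least 20 points from the 100% baseline, either direction, mostly lower; inconclusive means compound itself probably fluorescent, or too few beads counted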;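 further: median green fluorescence of bound Bodipy-FL-GTP per Rab7 bead population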
Pf gametocyte: P. falciparum stage V gametocyte viability inhibition | P. falciparum stage V gametocytes, ATP luminescence, 24 h | inhibition, % at 10.9 µM | 150,000 tested, 0.065% active | AID 743093;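 active means inhibition above the mean plus 3 SD of compounds within the control limits, set per campaign, cut at about 38% in these data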;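 further: 0% = DMSO wells and 100% = medium only without gametocytes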
Rac1 wt GTP bind: human Rac1 wildtype GTP binding, inhibitors and activators; P63000; GST-Rac1 beads, fluorescent GTP binding, flow cytometry; actives lie on both sides; 0 = cold GTP competed, 100 = untreated; GTP binding activity (% of control), % at 10 µM; 190,000 tested, 0.27% active; AID 757;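 active means GTP binding activity at least 20 points away from the 100% control level, either lower or higher; inconclusive means compound flagged as likely green fluorescent, judged across all proteins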
Rac1 act GTP bind: human Rac1 activated mutant GTP binding change; P63000; GST-Rac1 activated beads, fluorescent GTP binding, flow cytometry; actives lie on both sides; 100% means binding = to untreated wells; percent activity (GTP binding), % at 10 µM; 190,000 tested, 0.11% active;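 active means GTP binding at least 20 percentage points away from the 100% baseline, in either direction, so actives lie on both sides; inconclusive means Compound likely fluorescent itself, or too few beads counted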
Mcl1 Bid PPI: disrupts binding of human Mcl-1 to Bid peptide | Q07820 | TR-FRET Mcl-1/Bid-Dy647 peptide binding, 1536-well | inhibition, % at 21.7 µM | 220,000 tested, 0.97% active | AID 1021;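 active means compounds that cut the binding signal by more than half at the single screening dose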;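 further: His-tagged Mcl-1 with europium anti-His antibody binding Bid BH3 peptide; 0% = Mcl-1 plus peptide wells and 100% = peptide-only wells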
Target sequence (Q07820 whole entry, looked up): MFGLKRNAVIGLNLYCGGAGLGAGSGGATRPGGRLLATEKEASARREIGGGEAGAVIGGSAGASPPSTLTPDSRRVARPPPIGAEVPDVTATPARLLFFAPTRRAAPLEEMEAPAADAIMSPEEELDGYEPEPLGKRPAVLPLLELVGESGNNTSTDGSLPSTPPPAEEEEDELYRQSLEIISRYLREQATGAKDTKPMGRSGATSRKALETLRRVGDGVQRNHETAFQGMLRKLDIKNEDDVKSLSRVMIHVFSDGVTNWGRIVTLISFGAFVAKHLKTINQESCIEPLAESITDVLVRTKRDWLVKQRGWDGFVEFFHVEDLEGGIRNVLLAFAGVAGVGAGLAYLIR
Bim-Mcl-1: human Bim-Mcl-1 interaction inhibition | Q07820 | Bead-based flow cytometry, Bim peptide-Mcl-1 binding | inhibition, % at 10 µM | 190,000 tested, 0.1% active | AID 1009; in the data active means inhibition above about 40%;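 further: 0% = no compound tracer wells and 100% = peptide blocker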
Rab2A wt mod: changes GTP binding to wildtype dog Rab2A, up or down; P61105; GST-Rab2 wt beads, Bodipy-GTP binding, flow cytometry; GTP binding activity, % at 10 µM; 190,000 tested, 0.19% active; AID 760;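 active means GTP binding activity at least 20 points away from 100%, either lowered or raised; inconclusive means signal likely due to the compound's own green fluorescence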;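 further: 0% = beads with excess unlabeled GTP and 100% = no-compound control corrected for plate trend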
Cdc42 wt: human Cdc42 wildtype GTP binding change, either direction. 190,000 tested, 0.2% active. GST-Cdc42 beads, Bodipy-GTP binding, flow cytometry; actives lie on both sides. P60953. percent activity (GTP binding), % at 10 µM;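 active means percent activity GTP binding at least 20 points away from the 100% baseline, either down as inhibitor or up as activator; inconclusive means compound flagged as likely green fluorescent from well-wide comparison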;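 further: median bead fluorescence of bound Bodipy-FL-GTP at 100 nM; 0% = excess unlabeled GTP control and 100% = no compound control; below 100% means less GTP binding so inhibitor and above means activator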
Mcl1 Noxa PPI: disrupts binding of human Mcl-1 to Noxa peptide; Q07820; 220,000 tested, 1.5% active; inhibition, % at 21.7 µM; TR-FRET Mcl-1/Noxa peptide binding, 2 h;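 active means compounds that cut the protein-peptide binding signal by more than 50% relative to plate controls in a single-dose test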;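 further: His-tagged Mcl-1 with rhodamine Noxa BH3 peptide and terbium anti-His antibody; 0% = Mcl-1 plus Noxa peptide wells and 100% = peptide-only wells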
RGS8-Gao reg: human RGS8-Galphao interaction regulation | multiplexed bead flow cytometry, RGS8-Galphao binding; actives lie on both sides | response (percent of control binding), % at 10 µM | 220,000 tested, 0.34% active | AID 1423; in the data active means response below about 60% or above about 140%; inactive means in between;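 further: Galphao activated as the GDP aluminium fluoride complex binding bead-coupled RGS8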
Target sequence (P09471 whole entry, looked up): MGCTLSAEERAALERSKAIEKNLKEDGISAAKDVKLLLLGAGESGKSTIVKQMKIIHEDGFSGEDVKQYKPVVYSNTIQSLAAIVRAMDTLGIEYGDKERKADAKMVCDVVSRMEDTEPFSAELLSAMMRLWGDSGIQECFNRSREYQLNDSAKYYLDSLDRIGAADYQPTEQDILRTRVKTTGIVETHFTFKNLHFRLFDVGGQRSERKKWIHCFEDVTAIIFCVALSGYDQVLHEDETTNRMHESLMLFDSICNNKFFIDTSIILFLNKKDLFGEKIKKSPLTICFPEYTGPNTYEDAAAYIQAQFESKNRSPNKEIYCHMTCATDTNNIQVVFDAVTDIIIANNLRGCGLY
Active calls of the source: *; i = inactive; ? = inconclusive; nt = no result given.

SMILES	HRas wt GTP	Rab7 wt GTP bind	Pf gametocyte	Rac1 wt GTP bind	Rac1 act GTP bind	Mcl1 Bid PPI	Bim-Mcl-1	Rab2A wt mod	Cdc42 wt	Mcl1 Noxa PPI	RGS8-Gao reg
CCC(/C=N/NC(=O)C(=O)N/N=C/C(CC)CC)CC	104	102	1	103	97	-10	-1	102	103	10	100
CC(C)NC(=O)c1onc(CSc2cccc3ccccc23)c1C(=O)O	94	96	-21	91	90	14	-2	94	94	28	108
COc1cc(/C=N/NS(=O)(=O)c2ccc(C)c([N+](=O)[O-])c2)ccc1O	92	106	-12	92	90	-39	2	94	94	8	98
CC(C)(c1ccccc1)c1ccc(OCCCNCCO)cc1	103	101	nt	107	102	35	0	104	106	21	103
COC(=O)c1ccc(C(=O)OC)c(NC(=S)N2CCN(c3ccc(F)cc3)CC2)c1	99	96	1	101	100	-8	0	98	100	22	103
CN1C(=S)SC(N(O)C(=O)NC2CCCCC2)C1(C)C (stereo not given)	100	97	22	99	97	-37	-1	100	102	-7	103
COCCSc1ccccc1C(=O)Nc1ccccc1C(C)C	98	101	-8	101	97	-19	2	99	98	-2	107
Cc1nc2c(N=Nc3ccccc3F)c(N)nn2c(N)c1C#N	?	?	28	?	?	1	3	?	?	28	101
Cc1ccccc1C(=O)N1CCN(c2ccc(NC(=O)c3ccc4c(c3)OCO4)cc2)CC1	96	97	nt	103	101	-41	0	99	98	21	102
NS(=O)(=O)c1ccc(CCNC(=O)CSc2ccccc2)cc1	104	106	nt	104	100	-15	0	106	107	3	93
CN(C)CCNc1nc2c(c(=O)[nH]c(=O)n2C)n1CCCc1ccccc1	100	101	nt	102	98	-30	-1	101	102	7	103
Cc1c(C(=O)N2CCC(Cc3ccccc3)CC2)cccc1[N+](=O)[O-]	97	95	nt	99	95	5	2	99	95	3	102
COc1ccc(CCNC(=O)CSCc2ccc([N+](=O)[O-])cc2)cc1OC	102	101	nt	101	103	-28	-8	102	102	9	104
C=CCn1c(Cc2cccs2)nnc1SCC(=O)c1cccc(Br)c1	94	93	-5	94	94	-55	3	95	97	11	89
CCC(C)C(NC(=O)OC(C)(C)C)C(=O)NC(Cc1ccccc1)C(=O)OC (stereo not given)	105	105	nt	109	99	-5	-2	102	105	-4	100
CC(C)CC(=O)N1CCN(C(=O)CCC2CCCC2)CC1	100	98	-3	100	98	-16	2	100	100	-6	101
COc1cc(S(=O)(=O)NC2CCCCC2C)ccc1Cl (stereo not given)	100	99	7	101	99	-3	-2	99	101	3	108
Cc1ccc(CNC(=O)C2CCN(S(=O)(=O)N3CCC4(CC3)OCCO4)CC2)cc1	103	103	-6	107	101	-9	0	101	105	-7	103
O=C(Cn1cnc2ccccc2c1=O)NCCC(=O)Nc1ccc2c(c1)OCO2	102	105	9	106	100	-30	-2	104	101	5	101
COc1ccc(C(=O)/C=C2/Sc3cc4c(cc3N2C)OCO4)cc1	96	93	-6	101	96	-65	-4	94	101	i	105
CN(Cc1nc2ccccc2n1C)S(=O)(=O)c1ccc(F)cc1	97	94	11	95	95	1	-1	95	97	21	101
COc1ccc(Nc2nc(C)cc(=O)[nH]2)c(OC)c1	99	93	nt	98	99	-38	2	97	103	5	102
CCOC(=O)Cn1nnc(-c2cc(OC)c(OC)c(OC)c2)n1	99	97	-9	100	98	6	-2	98	97	22	102
NNC(=O)CSc1cccc2cccnc12	102	100	-18	105	101	-15	-3	101	103	24	101
CCNc1ccc(C(=O)OCC)cc1NC(=O)c1cccc(S(=O)(=O)N2CCOCC2)c1	102	103	nt	107	101	39	-2	101	103	6	101
CC1CCCC(C)N1S(=O)(=O)c1ccc(NC(=O)c2ccccc2C(=O)N2CCOCC2)cc1 (stereo not given)	103	99	nt	105	102	-33	-2	102	103	-6	95
c1ccc(-n2nnnc2-n2cnc3ccccc32)cc1	100	101	-4	101	99	6	-1	99	101	8	105
O=C(NCCc1csc(-c2cccnc2)n1)c1ccc(Cl)cc1	95	96	nt	98	95	-3	-2	94	96	17	102
N/C(=N\NC(=O)c1ccccc1Cl)c1cc2ccccc2oc1=O	94	94	-11	90	91	-28	0	95	94	-12	96
c1ccc(-c2nc(N3CCCCCC3)c3ccccc3n2)nc1	97	96	14	98	97	-39	-2	96	96	-99	99
COC(=O)c1ccccc1NC1c2ccccc2C(=O)N1c1cccnc1 (stereo not given)	100	100	nt	105	99	3	0	98	100	7	103
COc1ccc(C(C(N)=O)c2ncc(C(F)(F)F)cc2Cl)cc1OC (stereo not given)	97	94	nt	100	97	-23	0	95	98	8	97
CSc1nsc(/C=C/Nc2ccc(C(=O)O)cc2)c1C#N	93	101	9	94	91	-43	0	88	88	22	99
COc1ccc(OC/C(O)=C(\C#N)c2nc3ccccc3[nH]2)cc1	101	102	-3	102	97	2	-6	101	102	8	98
C/C(=N/Nc1nc(-c2ccc(Cl)cc2)cs1)c1cccs1	101	98	nt	107	97	-7	-2	98	100	6	101
COc1ccccc1N(C(C)=O)C1SC(=O)N(c2ccccc2)C1=O (stereo not given)	97	99	nt	93	94	-6	-1	94	97	11	102
CCCCn1c(SCc2c(C)noc2C)nc2cc(S(N)(=O)=O)ccc21	99	99	19	102	98	0	-4	98	101	3	101
COc1ccc(NC(=O)CS(=O)(=O)c2cn(CC(=O)N3CCOCC3)c3ccccc23)cc1	98	95	16	100	96	-9	1	97	96	1	100
Cc1ccc(-n2c(=O)c3c(C)c(C)sc3n(Cc3cc(=O)n4ccccc4n3)c2=O)cc1C	98	102	4	104	103	3	0	99	99	1	113
Cc1cc(OCC(=O)NCCN2CCOCC2)cc(C)c1Br	101	99	nt	102	100	-30	-2	101	102	-3	100
COc1ccc(CN2CCOCC2)cc1OC	101	104	nt	103	100	-12	-1	102	100	9	105
COc1cc(CNCc2ccccn2)ccc1OCc1cccc(Cl)c1	105	108	nt	105	103	-23	0	105	104	21	97
COc1cccc(NC(=O)c2ccc3c(c2)N(CC(=O)N2CCCCC2)C(=O)C(C)(C)O3)c1	104	103	16	105	103	-27	-1	106	103	1	95
Cn1c(=O)c2c(nc(NCc3ccc4c(c3)OCO4)n2Cc2ccccc2F)n(C)c1=O	99	101	19	98	96	-59	-2	99	98	11	99
CC(=O)N1CCN(c2ccc(NC(=O)c3ccc(N4CCCC4)c([N+](=O)[O-])c3)cc2Cl)CC1	100	102	18	99	99	-44	-4	101	100	5	99
O=C(CSc1ccccn1)N/N=C/c1ccccc1[N+](=O)[O-]	96	95	nt	100	98	11	-2	96	99	11	97
CCOC(=O)N1CCN(S(=O)(=O)c2ccc(OC)c(Cl)c2)CC1	96	96	nt	96	94	-2	-1	95	97	5	106
c1ccc(CN2CCC(Nc3nc(-c4cccnc4)nc4ccccc34)CC2)cc1	94	108	19	90	96	-20	-2	93	94	21	95
COc1ccc(NS(=O)(=O)c2ccc(Cl)c(N)c2)cc1Br	97	103	3	97	94	-18	-1	100	95	19	98
CCOc1c(Cl)cc(/C=N/NC(N)=S)cc1OC	96	103	3	99	98	-89	-3	100	99	17	93
Cc1ccc(C(=O)NCc2ccco2)cc1S(=O)(=O)Nc1cccc(Cl)c1	101	99	32	100	99	-10	0	99	101	14	98
O=C1CN(c2nc3ccccc3n3cnnc23)CC(=O)N1CCc1ccccc1	99	101	nt	107	102	2	0	100	104	10	99
CC(C)Cn1c(Br)nc2c1c(=O)n(CCC#N)c(=O)n2C	99	99	-12	102	99	2	-1	101	98	-8	92
Cc1cc(NC(=O)c2ccc(C)c([N+](=O)[O-])c2)no1	92	90	20	85	92	3	0	94	89	23	98
O=S(=O)(N/N=C/c1ccccc1F)c1ccccc1	96	97	nt	99	94	-14	0	96	98	8	14*
COc1ccc(-c2nn(-c3ccccc3)cc2/C=C/C(=O)OCC(=O)Nc2ccccc2C#N)cc1	96	95	-6	96	96	28	-2	99	93	-51	99
CC(O)CNCCNCc1c(OCc2ccccc2)ccc2ccccc12 (stereo not given)	106	101	nt	107	103	-20	2	107	106	16	104
COc1cc(N=Cc2c(O)[nH]c3ccccc23)cc(OC)c1OC	93	89	nt	89	92	-50	2	92	92	19	83
COc1ccc(NC(=O)COC(=O)c2cccc(S(=O)(=O)N(C)C)c2)cc1	97	99	-3	100	99	-12	0	100	98	4	98
CCOC(=O)c1sc(N(Cc2ccccc2)C(=O)CN2C(=O)CN(C)C2=O)nc1C	101	99	nt	100	99	-1	-1	102	101	12	104
New compounds follow.
SMILES	HRas wt GTP	Rab7 wt GTP bind	Pf gametocyte	Rac1 wt GTP bind	Rac1 act GTP bind	Mcl1 Bid PPI	Bim-Mcl-1	Rab2A wt mod	Cdc42 wt	Mcl1 Noxa PPI	RGS8-Gao reg
O=C(O)CSc1c2c(nc3cc(C(=O)N4CCOCC4)ccc13)CCCC2	101	101	nt	102	98	32	4	99	101	17	98
c1cc(C(c2nnnn2C2CCCC2)N2CCOCC2)ccn1 (stereo not given)	101	101	nt	101	97	-23	0	99	100	20	101
COc1ccc(NC(=O)C(Br)C(C)C)cc1 (stereo not given)	96	96	nt	101	98	-29	-1	98	97	-14	101
Cc1ccc(NC(=O)C(C)C(=O)Nc2ccc(C)cc2)cc1	96	94	2	96	95	-32	0	93	96	-5	104
COc1ccc(S(=O)(=O)N2CCC(C(=O)N3CCOCC3)CC2)cc1Cl	95	98	8	99	96	-29	-1	98	99	4	100
CCCc1cc(Nc2cccc(OC)c2)n2ncnc2n1	99	99	16	98	95	-26	1	99	100	4	101
O=C(CN(Cc1ccccc1)S(=O)(=O)c1ccccc1)NC1CC1	103	96	9	107	102	-12	-2	100	102	-12	104
Cc1nn(C(=O)N2CCOCC2)c(C)c1C	98	102	nt	98	94	-14	1	99	93	-5	nt
N#Cc1ccccc1Cn1c(-c2cscn2)nc2ccccc21	93	97	3	94	93	79*	1	93	92	6	103
COc1nc(-c2ccccc2)nc(C)c1CC(=O)O	100	103	14	102	99	-19	0	100	98	12	98
COc1cc(N2CCCC2)c(OC)cc1/C=C(/C#N)c1ccc(Br)cc1	?	?	15	?	?	-12	nt	?	?	11	95
COc1cc(CNCCO)ccc1OCC(=O)Nc1ccc(Br)cc1	104	106	nt	107	102	-26	1	105	100	-3	102
CCC(CC)C(=O)NCc1ccc(OC)cc1	92	90	22	94	93	-2	0	93	94	-12	104
C=CCC1(NCc2ccco2)CCN(CC)CC1	100	104	4	103	98	30	1	99	102	24	91
